Screening data: PubChem BioAssay, several laboratories
NOD2-RIPK2 inh – NOD2-RIPK2 protein interaction inhibition. inhibition, % at 4.98 µM. 360,000 tested, 0.38% active. O43353. CHO BLA complementation NOD2-RIPK2, CCF4 ratio; in the data active = inhibition above about 21%;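 note: 0% = vehicle only and 100% = reference blocker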
Target sequence (O43353 whole entry, looked up): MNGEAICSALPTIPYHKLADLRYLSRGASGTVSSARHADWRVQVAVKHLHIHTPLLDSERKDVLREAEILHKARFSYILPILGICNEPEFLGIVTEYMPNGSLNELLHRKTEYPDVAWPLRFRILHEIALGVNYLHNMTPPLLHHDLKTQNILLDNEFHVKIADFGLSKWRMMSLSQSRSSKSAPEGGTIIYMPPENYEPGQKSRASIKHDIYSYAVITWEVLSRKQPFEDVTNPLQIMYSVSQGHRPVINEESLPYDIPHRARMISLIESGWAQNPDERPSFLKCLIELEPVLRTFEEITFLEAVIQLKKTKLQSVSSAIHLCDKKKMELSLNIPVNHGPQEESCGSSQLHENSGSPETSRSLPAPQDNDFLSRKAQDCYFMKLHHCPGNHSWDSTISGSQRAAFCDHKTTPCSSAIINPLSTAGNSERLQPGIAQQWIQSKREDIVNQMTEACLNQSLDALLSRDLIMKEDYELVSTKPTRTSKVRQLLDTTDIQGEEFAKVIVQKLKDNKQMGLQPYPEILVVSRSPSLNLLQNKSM
NCOA3 inh – human NCOA3 inhibition. HEK293 GAL4-SRC3 luciferase reporter, luminescence. inhibition, % at 3.6 µM. 360,000 tested, 0.17% active;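 active = inhibition above a per-campaign cutoff, the mean of all compounds plus 3 SD, cut at about 60% in these data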;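 note: 0% = DMSO-treated cells and 100% = gossypol-treated cells at 36 µM; higher means less SRC3-driven luciferase light from the GAL4 reporter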
TROY NFkB inh – blocks TROY-dependent signaling in reporter cells. Q293 LMP1-TROYcd NF-kB luciferase reporter, 4 h. inhibition, % at 10 µM. 360,000 tested, 0.98% active. AID 1347056;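 active = compounds whose plate-normalised and pattern-corrected inhibition of the luciferase reporter signal at the single screening dose is 50% or more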
LMP1 NFkB inh – Epstein-Barr LMP1 NF-kappaB reporter inhibition. LMP1-induced NF-kappaB luciferase reporter cells, luminescence. inhibition, % at 12.5 µM. 350,000 tested, 0.69% active. AID 504558; in the data active = inhibition above about 41%;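 note: 0% = neutral control wells and 100% = reference inhibitor control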
NR2F2 inh – NR2F2 (human) inhibition, primary screen. P24468. inhibition, % at 8.6 µM. HEK293T NGFI-A luciferase reporter, luminescence. 370,000 tested, 0.7% active;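 active = inhibition above a per-plate cutoff, mean inhibition of test wells between control levels plus 3 SD, cut at about 38% in these data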;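 note: cells cotransfected with COUP-TFII expression vector driving the NGFI-A reporter; 0% = median of COUP-TF2 test wells and 100% = reporter-only cells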
NR5A2 inv ag – NR5A2 inverse agonism in reporter assay | HEK293T StAR-luciferase reporter, LRH-1 transfected, 24 h | inhibition, % at 3.6 µM | 360,000 tested, 0.13% active | AID 602396;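 active = inhibition above the mean inhibition of all tested compounds plus 3 SD, cut at about 73% in these data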;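 note: 0% = DMSO wells and 100% = reporter-only cells lacking LRH-1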
Target sequence (O00482 whole entry, looked up): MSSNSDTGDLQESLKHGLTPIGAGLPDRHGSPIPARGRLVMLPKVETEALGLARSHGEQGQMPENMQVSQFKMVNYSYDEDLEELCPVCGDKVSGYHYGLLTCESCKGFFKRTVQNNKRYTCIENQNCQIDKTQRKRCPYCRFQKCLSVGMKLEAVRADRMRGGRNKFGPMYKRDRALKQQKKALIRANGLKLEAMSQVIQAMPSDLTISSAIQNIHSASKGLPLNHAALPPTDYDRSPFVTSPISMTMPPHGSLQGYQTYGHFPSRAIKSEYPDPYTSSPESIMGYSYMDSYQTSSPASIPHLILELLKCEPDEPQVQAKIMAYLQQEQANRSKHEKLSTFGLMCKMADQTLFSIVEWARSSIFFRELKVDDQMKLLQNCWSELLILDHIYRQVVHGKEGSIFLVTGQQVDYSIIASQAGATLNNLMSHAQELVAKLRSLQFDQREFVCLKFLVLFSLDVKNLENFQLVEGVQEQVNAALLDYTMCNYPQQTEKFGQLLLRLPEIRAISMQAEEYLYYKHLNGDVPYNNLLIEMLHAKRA
NCOA2 inhibitor – human SRC2 (NCOA2) inhibition; 370,000 tested, 0.17% active; AID 651957; HEK293 GAL4-SRC2 luciferase reporter, luminescence; inhibition, % at 9 µM; Q15596;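 active = inhibition above the mean inhibition of all tested compounds plus 3 SD, set per campaign, cut at about 52% in these data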;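 note: 0% = DMSO treated cells and 100% = cells given Gossypol at 36 µM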
TLR9-MyD88 inh – inhibitors of human TLR9-MyD88 binding. Q9NR96+Q99836. CHO BLA complementation TLR9-MyD88, CCF4 FRET ratio. inhibition, % at 4.98 µM. 340,000 tested, 0.21% active. AID 504734;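 active = inhibition above the mean over all tested compounds plus 3 SD, cut at about 21% in these data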;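 note: 0% = DMSO only wells and 100% = clavulanate BLA inhibitor control wells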
SRC1 inh – inhibits human SRC1 coactivator. Q15788. HEK293 GAL4-SRC1 luciferase reporter, luminescence. inhibition, % at 3.6 µM. 360,000 tested, 0.12% active;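 active = inhibition above the campaign mean plus 3 SD, with each screening campaign given its own cutoff, cut at about 60% in these data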;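 note: 0% = DMSO treated cells and 100% = gossypol at 36 µM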
Vif imaging – HIV Vif inhibition | HEK293T cells, Vif self-association by quenched fluorescence, imaging, 24 h | inhibition, % at 7.49 µM | 340,000 tested, 0.35% active; in the data active = inhibition above about 50%, passing the limit was not always enough; note: some results filed as inactive read as strong as hits
TRAIL sens C8 – caspase-8 TRAIL sensitization | NB7+C8 cells + TRAIL, ATPlite viability luminescence | inhibition (viability loss, TRAIL sensitization), % at 10 µM | 360,000 tested, 1% active;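 active = compounds causing at least 50% loss of cell viability in the single-dose screen, relative to plate controls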
Active calls of the source: *; . = no result given. Some of the compounds tested; rates above refer to the full screens.

SMILES	NOD2-RIPK2 inh	NCOA3 inh	TROY NFkB inh	LMP1 NFkB inh	NR2F2 inh	NR5A2 inv ag	NCOA2 inhibitor	TLR9-MyD88 inh	SRC1 inh	Vif imaging	TRAIL sens C8
O=C(Nc1cccc(C(F)(F)F)c1)c1cc(Br)cc2c1OCC2	-6	-3	-26	3	-3	-4	-7	0	-6	0	-22
COc1ccc(CCC(=O)Nc2nnc(C)s2)cc1	-13	11	-17	.	17	-8	-4	.	-1	3	-10
Cc1cc(=O)oc2cc(Oc3ncccn3)ccc12	-8	-4	-1	45*	-3	-8	-5	-4	14	9	-1
CC1CC(C)CN(S(=O)(=O)c2ccc(C(=O)NCCCn3ccnc3)cc2)C1 (stereo unspecified)	3	62*	1	-24	.	84*	.	-8	34	21	-1
CC1CCN(c2nc(-c3ccccc3)c(C#N)c(=O)[nH]2)CC1	-5	-4	0	4	0	-12	-13	5	6	-6	-19
COc1ccc(C(=O)Nc2nnc(CCS(=O)(=O)c3ccc(C)cc3)s2)cc1	-1	2	-39	-2	-5	6	-35	-1	-13	0	-3
O=C(c1ccc2c(Cl)c3c(nc2c1)CCCC3)N1CCN(c2ccc(F)cc2)CC1	-11	9	-2	-1	8	-24	3	-12	-4	4	28
C=CCN(CC=C)C(=O)Cn1cnc([N+](=O)[O-])n1	1	6	7	3	-3	-3	-23	1	0	0	-9
Cc1cc(C)c2c(-n3cccc3)n[nH]c2n1	-10	19	9	-20	15	12	-1	3	7	7	-7
CCCOc1ccc(CC(=O)NNC(=S)Nc2ccccc2)cc1Br	2	0	1	0	13	3	6	-6	-7	-13	13
Cc1ccc(C(=O)NC(C)c2ccccc2)o1 (stereo unspecified)	-5	5	-24	-3	3	8	-6	0	-12	2	-5
c1csc(-c2nnsc2-c2nc3ccccc3[nH]2)c1	6	-31	-60	-6	-18	-43	-34	3	-36	-20	0
CCOC(=O)COc1ccc2c3c(c(=O)oc2c1C)CCC3	6	-13	-16	21	3	-7	-20	4	-23	.	1
COc1ccc(-c2noc(CCC(=O)NCC3CCN(Cc4cccc(C)c4)CC3)n2)cc1	-22	18	8	7	8	15	19	-10	10	-3	-1
Cc1[nH]c2ccccc2c1-c1csc(N)n1	-1	2	6	5	-14	14	0	-11	15	0	3
O=C(NC1CC1)C1=C[C@H](c2coc3ccccc3c2=O)C[C@H](OCCCCO)O1	3	-8	-15	0	1	-11	-36	-10	1	17	-7
CCN(CC)C(=O)c1sc(NC(=O)C(Sc2ccccc2)c2ccccc2)c(C(=O)OC(C)C)c1C (stereo unspecified)	6	4	-28	10	5	20	-14	-12	-15	0	9
CC(Oc1ccc(Br)cc1)C(=O)NCC(C)(C)N1CCOCC1 (stereo unspecified)	-12	16	2	-4	-13	8	-20	3	-18	-5	-1
CN1C(=O)C(C)(C)c2cc(S(=O)(=O)N3CCC(C(=O)NCc4ccccc4Cl)CC3)ccc21	-3	-5	20	1	16	22	6	2	11	0	-1
Cc1ccc(S(=O)(=O)N2CCCCC2)cc1NC(=O)c1cnccn1	-9	2	0	-6	-4	9	-25	9	-4	0	7
CC(C)(CNc1ccc([N+](=O)[O-])cc1Cl)CNS(C)(=O)=O	4	10	15	-4	-2	33	-8	-11	12	0	0
COc1ccc(C(=O)Nc2cccc(/C(C)=N\NC(=O)c3ccoc3C)c2)cc1OC	-13	-71	-18	-1	-34	-142	-95	-9	-80	12	12
O=C(COC(=O)CCNS(=O)(=O)c1ccc(Cl)cc1)Nc1ccccc1OC(F)F	3	-11	-5	0	-6	7	11	-15	-8	2	19
Cc1c(N(C)S(=O)(=O)c2cccc(C(=O)NC(C)C)c2)c(=O)n(-c2ccccc2)n1C	-9	-3	-5	-7	-8	8	-11	-5	8	15	-11
Cc1c(CN2CCN(CC(C)C)C(CCO)C2)[nH]c2ccc(Cl)cc12 (stereo unspecified)	0	-31	-3	18	-2	3	-35	1	-10	7	-11
CCOc1ccc(C(=O)NNC(=O)CN2C(=O)NC3(CCCC3)C2=O)cc1	2	9	-8	0	0	6	-7	6	0	-3	-17
C=CCN1c2ccccc2[C@]23C[C@@H](C(=O)OC)N(C(=O)OCC)C2=NC(C(=O)OC)=C(C(=O)OC)[C@H]13	-4	2	4	-7	-5	1	-10	-2	-2	.	10
Cc1ccc(S(=O)(=O)/N=C(\CN2CCOCC2)N2CCOCC2)cc1	2	-5	19	-8	-36	-3	-12	-3	-6	6	0
C[C@H](CO)N1C[C@H](C)[C@@H](CN(C)C(=O)C2CCOCC2)Oc2ncc(Br)cc2C1=O	-11	18	4	-2	-11	-3	-34	7	-3	-13	-2
CN1CCN(C(=O)C2CCCN(c3ncnc4c3nc3n4CCCCC3)C2)CC1 (stereo unspecified)	-8	1	17	4	-6	-9	9	-10	5	2	-7
CCCCCCOC(=O)C1=C(C)NC(=O)NC1c1ccc(O)cc1 (stereo unspecified)	0	3	0	-5	4	9	-13	3	-15	-3	-11
COc1ccc(Cl)cc1C(=O)Nc1ccc2c(c1)OCO2	8	-42	-37	5	-33	-66	-18	2	-63	17	2
COc1ccc(CCC(=O)Nc2cccc(S(=O)(=O)N3CCOCC3)c2)cc1OC	-1	-13	1	16	7	4	1	-5	6	-9	12
COc1cccc(CN2CCC2(C)C(=O)Nc2cccc(Oc3ccccc3)c2)c1F (stereo unspecified)	-2	-5	4	.	1	-5	-3	.	-3	-3	6
Cc1ccc2c(Cl)cc(Cl)c(OCC(=O)NC(=O)NCc3ccco3)c2n1	-1	12	-3	15	-2	-5	-19	4	-3	17	1
COc1ccc(Nc2ncc(C(=O)N3CCC(C(N)=O)CC3)c3ccccc23)cc1	0	-3	1	-2	-11	-11	-23	-6	-4	13	9

Pulled one by one from the entries so far, 2 records:
SMILES	NOD2-RIPK2 inh	NCOA3 inh	TROY NFkB inh	LMP1 NFkB inh	NR2F2 inh	NR5A2 inv ag	NCOA2 inhibitor	TLR9-MyD88 inh	SRC1 inh	Vif imaging	TRAIL sens C8
COc1ccc(Nc2ncc(C(=O)N3CCC(C(N)=O)CC3)c3ccccc23)cc1	0	-3	1	-2	-11	-11	-23	-6	-4	13	9
Cc1ccc(S(=O)(=O)/N=C(\CN2CCOCC2)N2CCOCC2)cc1	2	-5	19	-8	-36	-3	-12	-3	-6	6	0

Other structures follow:
SMILES	NOD2-RIPK2 inh	NCOA3 inh	TROY NFkB inh	LMP1 NFkB inh	NR2F2 inh	NR5A2 inv ag	NCOA2 inhibitor	TLR9-MyD88 inh	SRC1 inh	Vif imaging	TRAIL sens C8
CCOC(=O)/C(C#N)=C/c1cn(CCC(=O)O)nc1-c1cccc(Cl)c1	-4	10	-1	-7	-1	16	-12	2	-3	7	3
COC(=O)c1ccc(/C=N\N2CCN(c3ccccc3)CC2)cc1	-3	-27	-21	0	-7	-8	8	1	-30	-11	-2
CCC1CCCCN1c1nc(-c2cccc(OC)c2O)nc2ccccc12 (stereo unspecified)	1	28	-2	7	12	23	11	-9	-2	3	-4
CCC(C)Cn1c(C(C)C)nc2ccccc21 (stereo unspecified)	-13	13	-2	5	-1	-9	18	-9	-10	-3	9
C/C(=N\N=C\c1cccc(F)c1)c1nnn(-c2nonc2N)c1C	2	16	-59	6	-8	-14	-51	-4	-6	3	-8
C/C(=N\NC(=O)CC1N=C(Cc2ccccc2)NNC1=O)c1ccc(Br)cc1 (stereo unspecified)	-7	16	-9	-10	-12	-19	-22	-1	2	2	29
O=C(NCC1(c2ccccc2)CCCC1)C(=O)N1CCOCC1	6	-2	-3	-7	-4	-1	-12	0	-3	-9	2
c1ccc(Nc2c3c(nc4ncnn24)CCC3)cc1	5	-13	-6	-4	-6	-7	-21	1	-9	7	-11
COC(=O)/C(=C/N(C)C)C(=O)N1CCN(c2ccc(Cl)c(Cl)c2)CC1	-12	14	13	1	5	10	-3	5	17	4	-4
O=C(NCCN1CCOCC1)c1ccc([N+](=O)[O-])cc1[N+](=O)[O-]	1	1	-5	0	-9	8	-22	0	-12	10	2
COCCOC(=O)c1c(C)oc2ccc(NS(=O)(=O)c3ccccc3)cc12	-8	2	-2	13	-17	15	5	-5	-3	-3	4
CCOC(=O)C1CCCN(C(=O)c2ccc(OC)cc2)CC1 (stereo unspecified)	-7	-3	-3	.	0	-6	8	.	-10	-3	11
C=CCn1c(O)c(N=NC(=O)OC(C)(C)C)c2ccccc21	0	-6	-22	0	-6	-2	-24	-3	-4	-1	-4
CCCCOC(=O)n1c(SCC(=O)N(C)C)nc2ccccc21	-5	-21	-21	0	-3	-22	15	-5	-16	11	-10
O=C(CCNC(=O)c1ccccc1Cl)NCCc1ccc(C(F)(F)F)cc1	-2	-1	14	1	0	6	3	1	-8	9	0
CC(=O)Nc1ccc(N/C=C/C(=O)c2ccc(Cl)cc2)cc1	8	-1	-43	-41	8	-5	-26	0	1	30	13
CCCCNc1nc2ccccc2n1CC(=O)Nc1c(C)cccc1CC	-4	23	-2	11	-1	1	-12	-1	3	13	1
CCCCNC(=S)NNC(=O)c1c(Cl)c(C)nn1C	6	11	-6	-6	13	8	-1	-3	7	-9	-14
CCN1CCc2nc3sc(C(=O)N4CCc5ccccc5C4)c(N)c3cc2C1	4	-7	-17	-19	20	-38	2	0	-20	-6	5
COc1ccc(C(=O)N2CCN(c3cnn(-c4ccccc4)c(=O)c3Cl)CC2)cc1	-16	3	-12	-6	5	5	-1	1	-7	-3	0
O=C(OCc1ccccc1)N1CCC2CC1c1cc(-c3ccc(F)cc3)ccc12 (stereo unspecified)	-11	-6	-34	-2	0	-4	23	5	-3	.	10
COc1ccccc1Nc1nc(-c2sc(N)nc2C)cs1	-5	-18	-21	-6	8	-13	-15	-5	-2	-2	-23
CC12CCC(C(=O)N(CSC(=S)N/N=C\c3ccccc3Cl)C1=O)C2(C)C (stereo unspecified)	-5	-6	-15	-25	8	-10	-5	-3	-4	11	20
CCCCc1cn(C[C@H]2CC[C@@H]([C@@H]3CC[C@H](Cn4cc(CCCC)nn4)O3)O2)nn1	1	4	-2	1	-8	-1	16	1	-3	-8	5
O=C(CCC(=O)Nc1ccc(Cl)cc1)N/N=C/c1ccc2c(c1)OCO2	-5	-3	9	1	16	6	-14	-7	8	1	-2
Cc1ccccc1C1C(C#N)=C2N=C(N)c3ccccc3N2C2=C1C(=O)CCC2 (stereo unspecified)	-7	5	25	-16	-13	11	-8	7	-6	.	9
Cc1nc2ccccc2n1S(=O)(=O)c1ccc(S(=O)(=O)N2CCCCCC2)cc1	2	1	9	6	-6	6	2	5	-27	-6	6
COc1ccc(CC(=O)Oc2ccccc2Cl)cc1S(=O)(=O)N1CCOCC1	-5	4	13	8	-2	15	-13	-2	-9	.	2
O=C(Nc1ccc(N2CCN(Cc3ccccc3F)CC2)cc1)c1ccccc1[N+](=O)[O-]	8	-4	19	-2	-15	-2	-5	-13	-5	12	-9
O=C(NC1CCCCC1)N(Cc1ccccc1)Cc1ccco1	0	11	-9	-10	16	-2	-2	1	6	-2	-2
CC(=O)NCCC1CCCCN1C(=O)c1cc(COc2cc(C)ccc2C)on1 (stereo unspecified)	0	-46	-36	-41	-36	-79	-50	-13	-98	-4	9
Cc1cc(C)n(-c2ccc(C(=O)OCC(=O)NCc3ccc(Cl)cc3)cc2)n1	-3	2	7	-8	7	-10	-8	9	-1	0	-6
